High-throughput results: PubChem, several laboratories
Salmonella PhoP GFP: inhibitors of PhoP regulon expression, primary screen, Salmonella Typhimurium, GFP reporter (AID 1863). actives 0.16% (n = 300,000). S. Typhimurium PhoP-regulated promoter GFP reporter, 4 h; higher % means a stronger effect. one-dose inhibition, % at 50 µM; IC50 in µM for titrated hits;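 active = inhibition over 29.93%, a cutoff 3 SD above the screen mean, later confirmed by dose response; inconclusive = inhibition over 29.93% but no dose response follow-up; inactive = inhibition at most 29.93% or unconfirmed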;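 also: 0% = low Mg2+ inducing control and 100% = high Mg2+ repressing control; strong numbers were not always called active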
WT yeast gro inh: growth inhibition of WT yeast, mitochondrial fusion screen | mitochondrial fusion phenotypic screen, WT strain | inhibition, % at 10 µM | actives 2.1% (n = 190,000) | AID 1362; in the data active = inhibition above about 58%; tested in S. cerevisiae
Myeloid diff MLP: promotes myeloid progenitor differentiation | ER-HoxA9 myeloid progenitors, lysozyme-GFP differentiation, flow cytometry | AID 624256 | actives 1% (n = 360,000) | calls only at 10 µM;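 active = normalized GFP-positive differentiation at or above the plate's own cutoff, the solvent-only control mean plus 3 SD; inconclusive = no clear call, values can overlap the other calls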;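 also: cells exposed to compound for four days before flow analysis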
PMI inhibitors: inhibitors of human PMI, primary screen, biochemical, fluorescence intensity, coupled assay (AID 1209). actives 0.42% (n = 190,000). inhibition, % at 20 µM; hits with a dose series show IC50 in µM. purified PMI enzyme, coupled fluorescence intensity; higher % means a stronger effect;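 also: plate controls were DMSO vehicle for no effect and wells lacking substrate for full effect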
TNAP activation fold: stimulation of alkaline phosphatase TNAP activity – biochemical, luminescent, no phosphate acceptor, uHTS, primary screen (AID 1001) | purified TNAP, luminescent activation assay, no phosphate acceptor; higher activation fold means a stronger effect | activation fold at 20 µM, or EC50 in µM where a hit was titrated | actives 0.03% (n = 200,000); in the data active = activation fold from about 3, or a potency from the dose series; inactive = the rest, 99 in 100 with activation fold below about 1.6; also: many of its hits are not listed in these tables
XIAP antagonists: small molecules displacing peptide from XIAP – biochemical, IAP family, fluorescence polarization (AID 1018). actives 0.007% (n = 200,000). displacement, % at 20 µM, or IC50 in µM where a hit was titrated. XIAP BIR domain, fluorescence polarization peptide displacement; higher % means a stronger effect; in the data active = displacement above about 50%; also: a part of the inactive calls stands beside numbers as strong as those of hits
PMI inhibition: human PMI inhibitors, high substrate, primary screen, biochemical, fluorescence intensity, high mannose 6-phosphate (AID 1220) | recombinant PMI enzyme, coupled fluorescence intensity; higher % means a stronger effect | inhibition, % at 20 µM; hits with a dose series show IC50 in µM | actives 0.66% (n = 190,000)
Siah-1 displacement: blockers of Siah-1 interaction with plectin peptide – biochemical, fluorescence polarization, rhodamine-plectin, uHTS, primary screen (AID 1817); Siah-1 / rhodamine-plectin peptide fluorescence polarization; higher % means a stronger effect; displacement, % at 20 µM; hits with a dose series show IC50 in µM; actives 0.02% (n = 290,000);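 active = displacement of at least 50% at 20 µM, with a fluorescence ratio check between 0.3 and a set limit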;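 also: plate controls were Siah plus tracer with DMSO for no effect and tracer alone without Siah for full effect; strong numbers were not always called active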
RSV antiviral HEp-2: RSV antiviral activity via CPE protection, HEp-2 cells, primary 10 µM value included (AID 2391); HEp-2 cells, RSV-induced CPE inhibition; higher % means a stronger effect; CPE inhibition, % at 10 µM, or IC50 in µM where a hit was titrated; actives 0.13% (n = 310,000); in the data active = a potency from the dose series; inconclusive = CPE inhibition mostly from about 23% at the one dose, without a potency; inactive = the rest, 99 in 100 with CPE inhibition below about 21%; also: strong numbers were not always called active
WT yeast gro inh mutant strain: also measured in WT yeast gro inh; calls as there; inhibition, %; mitochondrial fusion phenotypic screen, mutant strain inhibition
Myeloid diff MLP GFP+ MAC1+ %: further read-out of Myeloid diff MLP, marked with its call; GFP+ MAC1+ double positive, %; measured here: differentiation confirmed by MAC1 staining
* = called active by the depositor; i = inactive; ? = inconclusive; . = not tested or not shown; + = active, no number. Rule as the data show it, unless noted: active = inhibition above about 50%; inactive = the rest.

SMILES	Salmonella PhoP GFP	WT yeast gro inh	WT yeast gro inh mutant strain	Myeloid diff MLP	Myeloid diff MLP GFP+ MAC1+ %	PMI inhibitors	TNAP activation fold	XIAP antagonists	PMI inhibition	Siah-1 displacement	RSV antiviral HEp-2
CCOC(=O)CC1COCCN1Cc1cn[nH]c1-c1cc(OC)c(OC)c(OC)c1 (stereo unspecified)	-2%	.	.	i	0.4	.	.	.	.	1%	-1.3%
CCc1ccc(NC(=S)Nc2cccc3cnccc23)cc1	-2%	61*	54*	i	0.2	40%	1	-6.6%	52%*	19%	-0.6%
CCOC(=O)N1CCC(N(C(=O)Nc2ccc(Cl)c(Cl)c2)C(C)CC)CC1 (stereo unspecified)	3%	39	19	i	1.4	16%	1.1	1.6%	22%	3%	9.2%
CN(C)CCCN=Cc1c(O)n(Cc2ccc3c(c2)OCO3)c(=O)c2ccccc12	-4%	-4	2	.	.	1%	1.1	-4.2%	11%	5%	-2.2%
Cc1cc(CNC(=O)c2cc(COc3c(F)cccc3F)on2)nn1C	-1%	-1	6	i	0.6	-1%	1.1	-4.9%	-8%	10%	1.1%
COC(=O)C1=C(C(=O)OC)[C@@H]2N(C)c3ccc(OC)cc3[C@@]23C[C@@H](C(=O)OC)N(C(=O)c2ccc(Br)cc2)C3=N1	-2%	.	.	i	2.9	.	.	.	.	1%	-2.6%
CC(C)CNS(=O)(=O)c1ccc(OCC(=O)Nc2ccc(F)cc2F)cc1	0%	-17	0	i	0.6	-1%	1.1	-9.8%	-1%	4%	1.0%
Cc1nc2c3ccccc3nc(NNC(=O)CCC(=O)NC3CCCC3)n2n1	-4%	9	-1	i	0.2	29%	2.4	-4.4%	42%	-9%	0.6%
CC(C)(C)c1ccc(OCC(=O)Nc2ccc3c4c(cccc24)C(=O)NC3=O)cc1	0%	25	31	+	39*	4%	1.2	-6.2%	11%	-6%	.
Cc1sc2ncnc(N[C@@H](Cc3ccccc3)C(=O)O)c2c1C	-4%	.	.	i	0.8	.	.	.	.	4%	9.8%
Cc1cccc(OCCCc2c(C)n[nH]c2C)c1	-4%	-13	-8	i	8.0	-3%	1	-0.5%	-3%	2%	1.0%
COc1ccc(Cl)cc1NS(=O)(=O)c1c(C)[nH]c(=O)[nH]c1=O	9%	.	.	i	0.8	.	.	.	.	2%	2.4%
CC(=O)Nc1ccc(S(=O)(=O)Nc2ccc(Cl)nn2)cc1	13%	-6	-23	i	0.3	11%	1.1	-2.0%	1%	1%	2.2%
COc1ccc(C(c2nnnn2C2CCCC2)N2CCC(C)CC2)c(OC)c1 (stereo unspecified)	0%	26	11	i	0.4	10%	1	-0.7%	10%	6%	3.0%
COC(=O)c1c(C(=O)NCc2ccccc2)ncn1CC(O)COc1ccccc1 (stereo unspecified)	-5%	-4	6	i	0.5	6%	1.1	-6.6%	3%	-2%	0.8%
COc1ccc(CNc2nc(-c3ccccc3)nc3ccccc23)cc1OC	7%	.	.	i	0.4	.	.	.	.	-5%	6.8%
COC(=O)c1ccc(NC(=O)C(=O)N2CCN(C(=S)Nc3ccc(OC)cc3)CC2)cc1	9%	3	-4	i	0.5	13%	1.1	-2.4%	4%	21%	2.9%
CC(C)C(NC(=O)c1ccccc1NC(=O)c1ccccc1)C(=O)NCCCn1ccnc1 (stereo unspecified)	9%	.	.	i	0.5	.	.	.	.	1%	0.8%
CCC(CC)C(=O)c1c[nH]c(C(=O)NCCCn2ccnc2)c1	9%	-8	-70	i	1.6	0%	1	-4.5%	-3%	2%	-1.4%
CN(C)c1nc(Nc2ccc(Cl)c(Cl)c2)nc(N(C)C)n1	-7%	.	.	i	0.5	.	.	.	.	2%	1.7%

An excerpt of these results, comma-delimited.
Molecule,Salmonella PhoP GFP,WT yeast gro inh,WT yeast gro inh mutant strain,Myeloid diff MLP,Myeloid diff MLP GFP+ MAC1+ %,PMI inhibitors,TNAP activation fold,XIAP antagonists,PMI inhibition,Siah-1 displacement,RSV antiviral HEp-2
CCC(CC)C(=O)c1c[nH]c(C(=O)NCCCn2ccnc2)c1,9%,-8,-70,i,1.6,0%,1,-4.5%,-3%,2%,-1.4%
CN(C)c1nc(Nc2ccc(Cl)c(Cl)c2)nc(N(C)C)n1,-7%,.,.,i,0.5,.,.,.,.,2%,1.7%

Next part:
SMILES	Salmonella PhoP GFP	WT yeast gro inh	WT yeast gro inh mutant strain	Myeloid diff MLP	Myeloid diff MLP GFP+ MAC1+ %	PMI inhibitors	TNAP activation fold	XIAP antagonists	PMI inhibition	Siah-1 displacement	RSV antiviral HEp-2
Cc1cccc(Nc2nc(-c3ccccc3)c(C(=O)Nc3cccnc3)s2)c1	2%	18	3	i	0.1	19%	1.1	-1.2%	17%	-3%	0.3%
CC1(CCC(=O)N2CCCC(N3CCN(c4cccc(C(F)(F)F)c4)CC3)C2)CC1 (stereo unspecified)	0%	.	.	i	1.7	.	.	.	.	6%	11%
CCOc1cccc(-c2c(C(=O)N/N=C(\C)c3cccnc3)nnn2-c2nonc2N)c1	-9%	.	.	i	0.9	.	.	.	.	1%	1.7%
Cc1ccc(C(=O)COc2ccccc2-c2ccccc2)cc1C	-13%	-6	-5	i	0.5	6%	1.1	-3.9%	-7%	-1%	0.1%
Cc1ccc(NC(=S)NC(=O)c2c(-c3ccccc3Cl)noc2C)cc1	-3%	5	0	i	0.4	9%	0.9	-5.3%	1%	-4%	0.5%
COC(=O)c1ccc(Oc2c(Cl)cccc2[N+](=O)[O-])cc1	5%	3	-14	i	0.3	19%	1	5.3%	5%	-7%	4.3%
COc1ccc(-n2nc(C(=O)NCC(=O)NCc3ccco3)c3ccccc3c2=O)cc1	-8%	-8	-12	i	1.3	0%	1.1	2.1%	2%	0%	1.7%
COc1ccc(S(=O)(=O)NCc2ccccn2)cc1	9%	-2	-30	i	0.5	-2%	1.1	-5.8%	-3%	4%	1.0%
O=C(Cc1ccc(-n2c(=O)[nH]c3ccccc3c2=O)cc1)N1CCN(c2cccc(Cl)c2)CC1	14%	-8	-17	i	2.4	10%	1	-0.7%	9%	0%	?
CC1=CC2=NC(=O)/C(=C/c3cccs3)C(=N)N2O1	-5%	.	.	i	0.5	.	.	.	.	1%	0.3%
COCCOC(=O)c1c(C)n(C)c2ccc(OC(=O)c3ccco3)cc12	-2%	-2	4	i	5.7	8%	1	-2.7%	10%	-5%	5.0%
CNC(=O)COC(=O)CCC(=O)c1cccs1	-8%	13	6	i	0.6	1%	1.1	-2.3%	0%	0%	0.0%
C/C(=N\NC(=O)c1ccncc1)c1ccc(N(C)C)cc1	-3%	8	10	i	0.2	-8%	1	-6.3%	-2%	-2%	2.0%
CCOc1ccccc1NC(=O)c1ccccc1-c1ccccc1	7%	.	.	i	0.5	.	.	.	.	-3%	7.3%
CC(C)c1nnc(NC(=O)CCC(=O)Nc2ccccc2)s1	-7%	.	.	i	0.3	.	.	.	.	0%	-0.3%
COC(=O)C(Nc1ccccc1Cl)(c1cc(C)c(O)c(C)c1)C(F)(F)F (stereo unspecified)	5%	90*	81*	i	0.5	18%	1	-2.2%	13%	0%	-3.0%
CC(=O)NC1(c2cccc(F)c2)CCN(CC(=O)NC(C)C)CC1	2%	16	4	i	1.2	7%	1.1	-2.4%	7%	5%	2.1%
CCOC(=O)c1ccc(NS(=O)(=O)N2CCCCCC2)cc1	8%	8	7	i	0.8	14%	1.1	-1.7%	6%	-7%	2.0%
CC1(C)N=C(/C=N/O)C=[N+]1[O-]	-4%	9	16	i	1.0	9%	1.1	-0.9%	6%	2%	1.8%
O=C(CCNS(=O)(=O)c1c(Cl)cccc1Cl)OCC(=O)c1ccccc1	-16%	-9	9	i	0.8	6%	1.1	-11%	7%	-1%	1.4%
COCCn1c(SCC(=O)Nc2ccc3c(c2)OCCO3)nnc1C(C)C	-1%	.	.	i	1.4	.	.	.	.	-2%	1.4%
N#CC1=C(N)OC2=C(C(=O)CC(c3ccccc3)C2)C1c1ccc2c(c1)OCO2 (stereo unspecified)	5%	6	-18	i	0.6	-6%	1.1	-3.7%	2%	0%	4.2%
Cc1ccnc(NS(=O)(=O)c2cccc([N+](=O)[O-])c2)c1	-10%	.	.	i	0.4	.	.	.	.	-5%	0.4%
CN(CCO)c1ccc([N+](=O)[O-])cc1C(=O)O	19%	8	0	i	0.4	4%	0.9	-6.4%	-4%	2%	0.8%
COc1ccc(NC(=O)NNS(=O)(=O)c2ccc(Br)cc2)cc1	4%	.	.	i	10	.	.	.	.	9%	0.5%
Cc1cccc(NC(=O)CN2CCc3cc4c(cc3C2C)OCCCO4)c1 (stereo unspecified)	2%	.	.	i	1.7	.	.	.	.	2%	17%
CCC(C)(C)n1nnnc1C(c1cc2ccc(C)cc2[nH]c1=O)N(Cc1cccnc1)Cc1ccco1 (stereo unspecified)	0%	-7	-7	i	2.3	18%	1	-16%	7%	13%	11%
COCCN1C(=O)Cc2c1nc(N)c1c(N)nc(N3CCN(c4ccc(F)cc4)CC3)c(C#N)c21	-5%	-7	-3	i	0.4	40%	1.1	0.4%	.	3%	4.5%
C/C(=N/Nc1ccccc1C(=O)O)c1cccs1	-8%	.	.	i	0.2	.	.	.	.	1%	4.2%
COc1ccccc1N1CCN(C(=O)c2cc(C)oc2C)CC1	-3%	-1	-4	i	0.0	-10%	1	-5.2%	-1%	-3%	1.6%
CCCc1ccc2oc(C(=O)N3CCC(C(N)=O)(N4CCCCC4)CC3)c(C)c2c1	-11%	.	.	i	2.5	.	.	.	.	12%	1.4%
CCOC(=O)c1ccc(-c2nnc(-c3ccc(Cl)cc3Cl)o2)cc1	-3%	21	30	i	1.4	12%	1.1	-2.7%	13%	4%	0.6%
COc1ccc(CNC(=O)CNC(C)c2ccc(F)cc2)cc1 (stereo unspecified)	-4%	.	.	i	0.7	.	.	.	.	-4%	-0.5%
O=C(/C=C/c1ccccc1)NNC(=O)c1cccnc1	5%	11	15	i	2.4	-8%	1	-2.4%	0%	1%	0.3%
Cn1c(=O)cc(SCC(=O)N2CCN(C(=O)c3ccco3)CC2)c2ccccc21	10%	-10	2	i	1.5	0%	1.1	-7.8%	-1%	-1%	1.0%
CN(C)c1oc(-c2ccc(OCc3ccccc3)cc2)nc1C#N	0%	-5	-27	i	0.7	12%	1.1	0.7%	14%	3%	1.6%
CC1(C)CC(=O)C(C(c2cccc([N+](=O)[O-])c2)C2C(=O)CC(C)(C)CC2=O)C(=O)C1	2%	-6	6	i	0.3	-14%	1	-17%	-5%	9%	1.5%
COc1cccc(/C=C/C(=O)N2CCN(c3n[nH]c(=O)[nH]c3=O)CC2)c1OC	-4%	15	-7	i	0.6	-12%	1.2	-2.5%	-11%	2%	-1.9%
OC(CCN1CCCCC1)c1ccc(-c2ccccc2)cc1 (stereo unspecified)	2%	.	.	i	0.7	.	.	.	.	6%	-3.8%
CCOc1ccccc1-c1cc(-c2ccccc2)nc2c1c(=O)n(C)c(=O)n2C	-13%	4	3	i	1.0	-9%	1.1	-4.1%	-10%	-2%	-1.0%
